Source: PubChem BioAssay
COUP-TFII inh – NR2F2 (human) inhibition, primary screen. P24468. HEK293T NGFI-A luciferase reporter, luminescence. inhibition, % at 8.6 µM. 370,000 tested, 0.7% active;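 active = inhibition above a per-plate cutoff, mean inhibition of test wells between control levels plus 3 SD, cut at about 38% in these data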;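 note: cells cotransfected with COUP-TFII expression vector driving the NGFI-A reporter; 0% = median of COUP-TF2 test wells and 100% = reporter-only cells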
NR5A2 inv ag – suppresses constitutive activity of human LRH-1; 360,000 tested, 0.13% active; inhibition, % at 3.6 µM; HEK293T StAR-luciferase reporter, LRH-1 transfected, 24 h;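 active = inhibition above the mean inhibition of all tested compounds plus 3 SD, cut at about 73% in these data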;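 note: 0% = DMSO wells and 100% = reporter-only cells lacking LRH-1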
CF NFkB block – cystic fibrosis NF-kB activation inhibition; KKLEB NF-kB-GFP reporter, PAF-induced, GFP fluorescence overnight; inhibition, % at 5 µM; 360,000 tested, 0.86% active; AID 588850;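 active = at least 50% inhibition at 5 µM, scaled per plate between neutral and stimulator controls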;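 note: PAF is a Pseudomonas aeruginosa culture filtrate used as stimulus; plate controls were PAF-stimulated DMSO wells for no effect and unstimulated DMSO wells for full effect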
LMP1 NFkB inh – inhibitors of Epstein-Barr LMP1-induced NF-kappaB reporter. LMP1-induced NF-kappaB luciferase reporter cells, luminescence. inhibition, % at 12.5 µM. 350,000 tested, 0.69% active. AID 504558; in the data active = inhibition above about 41%;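 note: 0% = neutral control wells and 100% = reference inhibitor control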
TRAIL sens C8 – caspase-8 TRAIL sensitization; AID 624354; inhibition (viability loss, TRAIL sensitization), % at 10 µM; 360,000 tested, 1% active; NB7+C8 cells + TRAIL, ATPlite viability luminescence;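 active = compounds causing at least 50% loss of cell viability in the single-dose screen, relative to plate controls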
NCOA3 inh – human NCOA3 inhibition. Q9Y6Q9. HEK293 GAL4-SRC3 luciferase reporter, luminescence. inhibition, % at 3.6 µM. 360,000 tested, 0.17% active. AID 588352;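 active = inhibition above a per-campaign cutoff, the mean of all compounds plus 3 SD, cut at about 60% in these data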;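 note: 0% = DMSO-treated cells and 100% = gossypol-treated cells at 36 µM; higher means less SRC3-driven luciferase light from the GAL4 reporter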
TROY signal inh – blocks TROY-dependent signaling in reporter cells; Q293 LMP1-TROYcd NF-kB luciferase reporter, 4 h; inhibition, % at 10 µM; 360,000 tested, 0.98% active;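 active = compounds whose plate-normalised and pattern-corrected inhibition of the luciferase reporter signal at the single screening dose is 50% or more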
KKLEB tox – reduces viability of KKLEB cystic fibrosis airway cells; KKLEB CF airway cells viability, ATPlite luminescence, overnight; active compounds read low; cells stimulated with P. aeruginosa culture filtrate; activity change (cytotoxicity), % at 5 µM; 360,000 tested, 0.36% active; AID 602141;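 active = corrected activity change at or below -50% at 5 µM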
SRC1 inh – inhibits human SRC1 coactivator; Q15788; HEK293 GAL4-SRC1 luciferase reporter, luminescence; inhibition, % at 3.6 µM; 360,000 tested, 0.12% active; AID 588354;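 active = inhibition above the campaign mean plus 3 SD, with each screening campaign given its own cutoff, cut at about 60% in these data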;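 note: 0% = DMSO treated cells and 100% = gossypol at 36 µM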
Target sequence (Q15788 whole entry, looked up, the tested form may be a part): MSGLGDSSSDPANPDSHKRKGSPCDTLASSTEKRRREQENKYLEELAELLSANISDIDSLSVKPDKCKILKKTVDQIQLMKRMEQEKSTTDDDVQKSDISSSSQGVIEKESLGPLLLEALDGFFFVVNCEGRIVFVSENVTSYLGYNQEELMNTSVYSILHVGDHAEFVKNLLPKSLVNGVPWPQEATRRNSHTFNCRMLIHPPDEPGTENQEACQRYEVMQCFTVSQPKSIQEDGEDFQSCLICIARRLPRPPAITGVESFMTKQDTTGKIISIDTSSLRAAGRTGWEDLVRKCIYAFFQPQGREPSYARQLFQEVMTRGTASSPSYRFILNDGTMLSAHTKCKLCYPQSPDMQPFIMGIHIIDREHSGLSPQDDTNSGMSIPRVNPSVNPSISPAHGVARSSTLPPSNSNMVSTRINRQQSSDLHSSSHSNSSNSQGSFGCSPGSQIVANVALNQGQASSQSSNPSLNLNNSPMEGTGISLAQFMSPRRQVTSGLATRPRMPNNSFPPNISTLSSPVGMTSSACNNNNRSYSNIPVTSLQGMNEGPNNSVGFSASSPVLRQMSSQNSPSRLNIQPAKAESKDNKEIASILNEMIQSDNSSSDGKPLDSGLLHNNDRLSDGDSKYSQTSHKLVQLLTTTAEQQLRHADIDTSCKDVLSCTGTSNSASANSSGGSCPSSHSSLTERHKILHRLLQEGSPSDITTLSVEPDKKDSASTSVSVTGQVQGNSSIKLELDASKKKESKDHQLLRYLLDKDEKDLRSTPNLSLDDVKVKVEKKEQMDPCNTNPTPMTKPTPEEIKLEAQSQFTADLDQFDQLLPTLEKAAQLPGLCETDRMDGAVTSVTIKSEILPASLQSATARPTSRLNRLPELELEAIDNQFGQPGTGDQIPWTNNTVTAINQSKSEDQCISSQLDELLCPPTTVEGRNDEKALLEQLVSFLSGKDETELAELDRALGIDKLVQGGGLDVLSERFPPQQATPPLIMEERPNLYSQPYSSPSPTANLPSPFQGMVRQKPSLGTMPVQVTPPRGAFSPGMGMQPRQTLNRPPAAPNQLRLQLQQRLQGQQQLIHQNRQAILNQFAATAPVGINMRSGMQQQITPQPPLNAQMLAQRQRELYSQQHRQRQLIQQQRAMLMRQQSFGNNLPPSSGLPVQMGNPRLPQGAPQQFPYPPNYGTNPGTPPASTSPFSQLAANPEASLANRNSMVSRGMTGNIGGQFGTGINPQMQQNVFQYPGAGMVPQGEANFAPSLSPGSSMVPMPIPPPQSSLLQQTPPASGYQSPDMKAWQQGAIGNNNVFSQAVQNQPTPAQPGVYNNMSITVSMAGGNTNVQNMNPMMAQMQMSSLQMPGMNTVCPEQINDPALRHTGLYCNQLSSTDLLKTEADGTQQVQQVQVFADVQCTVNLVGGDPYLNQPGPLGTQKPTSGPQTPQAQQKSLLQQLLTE
Shn3 inh set2 – inhibitors of Schnurri-3 3'UTR reporter in osteoblasts. Clone20 osteoblast Shn3 3'UTR firefly luciferase, 24 h. AID 588674. inhibition, % at 12.5 µM. 360,000 tested, 0.52% active;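 active = mean inhibition of at least 75% with every replicate also reaching 75%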;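 note: 0% = median of neutral control wells and 100% = pilot-screen positive control compound; some compounds past the cut are filed as inactive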
TWEAK-Fn14 inh – TWEAK-Fn14 signaling inhibition; TWEAK-stimulated Fn14 reporter cells, luciferase luminescence, 8 h; inhibition, % at 10 µM; 360,000 tested, 2% active; AID 1159606; in the data active = inhibition above about 50%
Starred values were filed as active, the others as inactive; · = not tested or not shown.

SMILES	COUP-TFII inh	NR5A2 inv ag	CF NFkB block	LMP1 NFkB inh	TRAIL sens C8	NCOA3 inh	TROY signal inh	KKLEB tox	SRC1 inh	Shn3 inh set2	TWEAK-Fn14 inh
CCN(CC)CCn1c2c(c(SCC(=O)NCc3ccccc3)nc1=O)CCCC2	-4	16	-4	-2	-2	-1	14	2	-30	-6	10
CCOc1cc(/C=N/NC(=O)c2ccncc2)cc(Br)c1O	-1	-5	6	-1	-16	5	11	7	-4	2	-8
COC(=O)[C@@H](NC(=O)CCc1nnc(-c2ccsc2)o1)C(C)C	-2	-13	20	1	7	-8	-2	16	-1	-11	-4
CCCCC(=O)Nc1ccc(C(=O)N2CCN(C)CC2)cc1	-8	9	0	4	-9	-17	-2	12	5	0	4
CCOc1c(Nc2cccc(Cl)c2)c(=O)c1=O	-19	-9	0	0	5	20	-14	-9	-28	-17	6
Cc1cccc(N(CC(=O)N2CCOCC2)S(C)(=O)=O)c1	20	21	0	1	-20	6	-4	-1	-6	-6	-1
O=C(Nc1cccc(Cl)c1)c1cnccn1	-11	-26	-1	-11	5	-13	-34	-3	-24	-6	-2
CC1(C)c2cc(O)ccc2OC1N1CCOCC1 (stereo unspecified)	1	-13	-6	-2	6	-4	-18	6	-8	17	8
CC(C)(CNC(=O)CCNC(=O)c1ccc(Br)cc1)N1CCOCC1	-2	-6	-1	-5	6	-13	11	13	-7	-23	0
CCn1c2ccccc2c2cc(NC(=O)CNC)ccc21	-5	-2	16	-21	-25	10	13	2	-30	-21	-2
CCNS(=O)(=O)c1ccc(OC)c(C)c1	1	4	10	6	-22	-8	7	-4	10	13	26
CCn1c(C)cc(C(=O)CSc2nnnn2C2CCCC2)c1C	-18	-144	21	9	2	-74	-21	0	-134	-47	10
COc1ccccc1NC(=O)C1=C(C)Nc2nc3ccccc3n2C1c1cccs1 (stereo unspecified)	1	36	5	1	15	8	36	0	9	2	19
c1ccc(Cc2cc[n+](Cc3ccccn3)cc2)cc1	29	13	1	-1	11	10	7	4	9	8	-9
COc1ccc(C(=O)c2c3ccc(OC)cc3[n+]([O-])n2Cc2ccc(C(N)=O)cc2)cc1	-21	-47	-30	-33	-15	-90	-17	18	-72	-44	-24
Cc1c(C)[n+](=O)c(-c2cccs2)c(C)n1[O-]	8	6	6	-5	-5	-4	-8	-4	-13	15	-10
Cc1cc(-c2ccc(C)c(S(=O)(=O)Nc3ccc(S(N)(=O)=O)cc3)c2)on1	-5	-5	-4	4	-7	11	4	-5	-5	8	-3
CCc1nc2c(OCc3ccc(C#N)cc3)cccn2c1N(C)C(=O)c1cccs1	-1	-4	-3	·	-2	-6	-7	9	-1	7	14
Cc1ccc(OCCN(C)C(=O)C2CCC(=O)N(CC3CCCCC3)C2)cc1 (stereo unspecified)	-6	3	-27	-12	3	-6	-20	13	-38	33	-3
COc1ccc(C2=NOC(C(=O)N3CCCc4ccccc43)C2)cc1 (stereo unspecified)	3	-33	2	2	12	-14	-51	8	-29	10	10
O=C(Nc1ccccc1Cl)c1cccs1	-7	-26	1	-4	-10	-28	-13	0	-42	0	-18
CC(C)(Oc1ccc(Cl)cc1)C(=O)Nc1cccnc1	0	6	5	-4	2	8	8	-4	0	2	4
O=C1C=C(N2CCN(C(=O)c3ccccc3)CC2)C2(CCCCC2)O1	4	7	2	2	-2	8	19	-5	-28	12	7
Cn1c(=O)c2c(nc(C(O)c3ccccc3)n2C)n(C)c1=O (stereo unspecified)	0	-5	0	-11	-8	-2	-1	-3	11	-6	17
CCOC(=O)N1CCN(C(=O)CSc2nnc(COc3ccccc3)o2)CC1	17	18	-4	12	-7	-7	6	13	-5	-1	4
Cc1[nH]ncc1Nc1ccccc1C(C)C	-1	0	6	·	16	7	0	11	-11	9	11
COc1ccc(C2CC(c3ccccc3)=NN2C(=O)CSc2ncccn2)cc1 (stereo unspecified)	-19	8	5	7	-12	15	-31	3	-16	2	-3
Cc1nc(Oc2cccc(Cl)c2)c2oc3ccccc3c2n1	-8	-6	4	7	12	-13	-2	5	10	3	-8
Cc1ccc(C(=O)NCC2(c3ccccc3)CCCC2)cc1	15	18	2	3	0	-6	21	10	-3	19	10
Cc1ccc(S(=O)(=O)N2CCCCC2)cc1C(=O)N1C(C)CCCC1C (stereo unspecified)	7	13	35	-1	-4	13	5	-12	-6	-8	-10
COc1ccc(C(O)c2nc(-c3cc(F)cc(F)c3)cs2)cc1 (stereo unspecified)	8	4	-3	·	-14	-19	-19	-1	5	-14	12
CCOc1cccc(-c2c(C(=O)N/N=C(\C)c3cccs3)nnn2-c2nonc2N)c1	4	-8	12	-1	0	3	-2	-6	16	5	-1
COCc1c(C(=O)N2CCc3ccccc32)oc2ccccc12	-15	-5	-28	-9	-12	-13	-20	6	-20	8	-22
CCN1CCN(c2nc3c(c(=O)[nH]c(=O)n3C)n2CCSc2nc3ccccc3s2)CC1	-3	-12	-15	-5	0	-10	3	-6	0	-34	-7
O=C1CN(C(=O)c2cccc([N+](=O)[O-])c2)CC(=O)N1	-5	15	-8	-7	-6	-7	13	12	-35	6	-12
Clc1ccc(Nc2nc(-c3ccncc3)cs2)cc1	-17	-21	23	-16	1	-47	-35	-5	-63	-31	-3
COc1ccccc1C(=O)Nc1nnc(S(=O)(=O)N2CCCCCC2)s1	-1	6	0	4	1	3	-21	-1	2	-12	-27
CC(NC(=O)C(=O)NCc1cccs1)c1ccccc1 (stereo unspecified)	1	-11	1	-2	-6	3	-10	0	-39	-15	1
CCCCNC(=O)c1ccc2c(c1)ncn2C1CCCC1	-6	12	-10	-30	-4	8	-24	4	-6	-14	-10
O=C(Cn1cc(COc2ccc3ccc(=O)oc3c2)nn1)c1ccc(O)cc1	-1	1	2	-3	-1	4	-18	-6	-26	0	9
Cc1ccc2c(c1)C(c1ccc(F)cc1)N(C(=O)C1CC1)CC(=O)N2 (stereo unspecified)	-13	-15	0	1	16	0	2	-13	2	15	-80
CC(=O)Nc1ccc(S(=O)(=O)Nc2ccc(Cc3ccncc3)cc2)cc1	17	17	6	1	9	22	16	-2	-4	58	11
OCC1(CCc2ccccc2)CCN(Cc2ccc3nsnc3c2)CC1	22	15	1	8	1	-5	4	1	-2	16	5
C=CCSc1nnc2c(n1)OC(c1cccnc1)Nc1ccccc1-2 (stereo unspecified)	-37	-29	0	-23	5	-1	-25	-7	-34	-83	5
COc1cc2c(-c3ccc4cc[nH]c4c3)c(-c3ccc(C#N)cc3)oc(=O)c2cc1OC	-42	15	-36	21	9	29	-2	14	8	8	-34
CCOC(=O)N1CCN(C(=O)Cc2ccsc2)CC1	5	-2	-7	-2	-16	4	18	3	-9	-1	-2
O=C(Nc1cc(Cl)ccc1-n1cncn1)c1cc(F)c(F)c(F)c1F	13	15	-28	3	3	-14	27	5	-13	8	-10
C=CCn1c(-c2ccc(Cl)cc2)c[nH]c1=S	10	23	-27	1	-4	-11	-44	7	0	-6	-1
CCCCC(CC)CNC(=O)C1CCCN(S(=O)(=O)c2cnc[nH]2)C1 (stereo unspecified)	0	9	3	1	-2	-2	-1	-1	-1	0	15
Cc1cc(C(=O)O)cc(S(=O)(=O)Nc2c(C)nn(C)c2C)c1C	-4	6	-4	1	1	2	7	11	-22	1	17
O=C(CC(=O)c1ccccc1)Nc1ccc(Cl)cc1	-35	-63	2	-17	-11	-34	-13	-9	-46	-34	-30
CCn1cc(C(=O)NCCCO)c(=O)c2cc(F)c(N3CCN(C)CC3)cc21	3	3	-16	5	-3	-14	0	1	2	4	-1
CCCCCCCCN1C(=O)[C@H](CC(=O)N2CCOCC2)C[C@@]2(C(=O)OCC)CCCC=C12	18	10	·	·	6	·	0	·	·	·	11
O=C(Nc1ccccc1F)c1c[nH]c(=O)[nH]c1=O	-3	-25	9	-4	5	6	-20	2	-32	-12	1
CCCCN(CCCC)Cc1cc(=O)oc2cc(OC)ccc12	14	20	1	·	6	-13	-8	-8	10	-3	-15
N#Cc1ccc(-c2ccccc2)nc1SCC(=O)c1cc2ccccc2oc1=O	14	-14	-1	-3	0	-31	-29	16	-7	4	6
O=[N+]([O-])c1cc(C(F)(F)F)ccc1Sc1ccc2ccccc2n1	10	3	-16	-1	3	3	-2	12	5	-16	-20
COc1cccc(NC(=O)COc2ccc(C(=O)N3CCN(C)CC3)cc2)c1	6	-14	7	-5	-19	-10	1	1	-33	4	6
O=C(COC(=O)c1ccccc1NC(=O)c1ccco1)NC1CCCCC1	12	3	7	1	-16	-4	-9	-7	-16	-32	-9
CCCn1cc(SCC(=O)Nc2cc(C)on2)c2ccccc21	-10	15	-14	-2	3	5	-3	-4	-12	17	5
Next results.
SMILES	COUP-TFII inh	NR5A2 inv ag	CF NFkB block	LMP1 NFkB inh	TRAIL sens C8	NCOA3 inh	TROY signal inh	KKLEB tox	SRC1 inh	Shn3 inh set2	TWEAK-Fn14 inh
O=C(CSCc1ccc(Cl)cc1)Nc1ccc(S(=O)(=O)N2CCOCC2)cc1	4	6	16	4	-6	22	23	-10	0	3	1
CC(=O)Nc1ccc(OCc2cccc3ccccc23)cc1	20	2	-17	9	12	-16	-88	2	2	10	-29
CNC(=O)c1ccc(NC(=O)c2cccc(C(F)(F)F)c2)cc1	-1	9	12	13	3	1	-36	4	-4	11	-8
COc1ccc(NC(=S)Nc2cc(C)ccn2)c(OC)c1	-23	-117	-1	-48	3	-81	-38	-5	-158	-55	-13
COC(=O)c1ccc(CNC(=O)C2CCC(=O)N(CCN3CCOCC3)C2)cc1 (stereo unspecified)	10	19	19	3	-20	21	-7	-14	-8	-11	-3
CN(C(=O)Cn1cc(C(F)(F)F)ccc1=O)c1c(N)n(Cc2ccccc2)c(=O)[nH]c1=O	-7	10	16	-3	-16	6	5	5	-2	-1	9
CCN1CCN(c2cc(C)c3cc(NC(=S)N(C)Cc4ccccc4)ccc3n2)CC1	-7	-19	-14	-6	14	-10	-9	3	0	10	-3
CCS(=O)(=O)c1nc(S(=O)(=O)c2ccc(C)cc2)c(NCCCN(C)C)s1	1	9	0	-5	0	2	8	-3	-7	-3	7
CCc1ccc(NC(=O)C2CCCN(S(=O)(=O)c3cccs3)C2)cc1 (stereo unspecified)	21	8	-9	-4	-6	-15	9	5	15	12	7
Cc1oc(-c2ccccc2)nc1CC(=O)O	-6	11	8	5	-2	0	-20	-4	11	-9	-2
Cc1ccc(S(=O)(=O)N2[C@@H](c3ccccc3)C(C(=O)O)=CC[C@H]2c2ccc(Cl)cc2)cc1	0	-22	8	-1	-12	-5	2	-2	5	-10	24
Cc1cccc(C)c1OCc1cc(C(=O)N2CCN(c3ccccn3)CC2)no1	2	-23	4	-12	9	-41	-22	2	6	-64	-23
COc1ccccc1/C=N\Nc1ccccc1[N+](=O)[O-]	-39	-91	0	-39	6	-96	-40	8	-140	-77	-13

2 successive entries from above, quoted:
SMILES	COUP-TFII inh	NR5A2 inv ag	CF NFkB block	LMP1 NFkB inh	TRAIL sens C8	NCOA3 inh	TROY signal inh	KKLEB tox	SRC1 inh	Shn3 inh set2	TWEAK-Fn14 inh
CCN(CC)CCn1c2c(c(SCC(=O)NCc3ccccc3)nc1=O)CCCC2	-4	16	-4	-2	-2	-1	14	2	-30	-6	10
CCOc1cc(/C=N/NC(=O)c2ccncc2)cc(Br)c1O	-1	-5	6	-1	-16	5	11	7	-4	2	-8

An excerpt, so the mix of outcomes need not match the whole.
